S1P4 antagonist – human S1P4 receptor antagonism; inhibition, % at 4.98 µM; S1P4-expressing cells, antagonist mode, reporter read-out; 220,000 compounds, 0.26% hits; in the data active = inhibition above about 29%;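 also: 0% = wells stimulated with agonist and 100% = vehicle wells without agonist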
EP2 modulator – modulates human prostaglandin E2 receptor EP2 signaling | P43116 | EP2-expressing cells, cAMP HTRF FRET, PGE2 co-stimulation | induction, % at 25 µM | 260,000 compounds, 0.83% hits;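 active = compounds whose cAMP rise, as percent of the full-agonist control response, exceeds 60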;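 also: rat C6 glioma line stably carrying human EP2 under a CMV promoter; the protocol text gives 20 µM as final concentration; 100% = response of wells given 1 µM PGE2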
Target sequence (P43116 whole entry, looked up): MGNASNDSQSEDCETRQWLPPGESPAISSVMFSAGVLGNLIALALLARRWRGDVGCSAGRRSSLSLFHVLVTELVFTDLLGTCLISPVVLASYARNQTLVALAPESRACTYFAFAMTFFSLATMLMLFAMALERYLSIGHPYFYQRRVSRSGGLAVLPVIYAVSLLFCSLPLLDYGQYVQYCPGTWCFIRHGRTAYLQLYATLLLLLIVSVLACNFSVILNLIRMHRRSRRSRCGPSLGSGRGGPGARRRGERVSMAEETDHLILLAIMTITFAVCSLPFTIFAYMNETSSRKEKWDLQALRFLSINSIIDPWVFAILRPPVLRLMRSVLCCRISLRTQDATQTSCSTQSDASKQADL
NPY-Y1 antag – antagonists of human neuropeptide Y receptor Y1; P25929; HEK293-CNG Y1 cells, membrane potential fluorescence; NPY at EC95, then isoproterenol; inhibition, % at 3.6 µM; 200,000 compounds, 1% hits;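 active = inhibition above the campaign mean inhibition of all tested compounds plus 3 SD, cut at about 20% in these data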;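 also: 0% = DMSO wells given NPY plus isoproterenol and 100% = isoproterenol alone without NPY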
Target sequence (P25929 whole entry, looked up): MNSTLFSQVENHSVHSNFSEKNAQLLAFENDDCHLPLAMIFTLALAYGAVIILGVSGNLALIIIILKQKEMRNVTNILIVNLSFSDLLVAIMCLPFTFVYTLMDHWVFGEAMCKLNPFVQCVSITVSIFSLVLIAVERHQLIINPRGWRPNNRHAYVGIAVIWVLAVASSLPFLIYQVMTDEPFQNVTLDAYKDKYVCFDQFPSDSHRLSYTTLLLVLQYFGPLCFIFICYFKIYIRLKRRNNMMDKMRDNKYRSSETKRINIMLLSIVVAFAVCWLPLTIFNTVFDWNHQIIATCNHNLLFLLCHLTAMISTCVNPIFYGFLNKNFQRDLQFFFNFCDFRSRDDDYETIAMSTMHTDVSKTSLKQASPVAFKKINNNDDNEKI
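Material: Y1- and CNG-channel-expressing HEK293 cells / Probe or stimulus: NPY 25 nM then isoproterenol 1 µM plus Ro 20-1724 25 µM / Doses: 3.6 µM single dose, DMSO 0.4% / Schedule: compound incubation 1 h at room temperature, readout 45 min post-stimulation / Signal: membrane potential fluorescence / Benchmarks: isoproterenol-only wells as full block versus NPY-plus-isoproterenol wells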
S1P4 ag – human S1P4 receptor agonism; O95977; activation, % at 4.98 µM; S1P4-expressing cell line, agonist reporter assay; 220,000 compounds, 0.35% hits; in the data active = activation above about 11%;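 also: 0% = DMSO vehicle and 100% = reference agonist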
CHOP inhibitor – inhibitors of CHOP induction in ER stress response. CHO-K1 CHOP-promoter luciferase, tunicamycin-induced, 15-18 h. 220,000 compounds, 3.8% hits. inhibition, % at 10 µM;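 active = compounds that reduced the stress-induced luciferase reporter signal by more than about 70% of percent inhibition, limit read from the data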;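 also: 0% = tunicamycin plus vehicle and 100% = wells without tunicamycin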
NPY1 pot ag – potentiates or activates human NPY-Y1 receptor. P25929. NPY-Y1 expressing cells, potentiator/agonist activation. activation, % at 3.6 µM. 220,000 compounds, 0.37% hits. AID 1304; in the data active = activation above about 33%, passing the limit was not always enough;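 also: cells stimulated with NPY at EC10 then isoproterenol at EC100; 0% = low agonist plus stimulus and 100% = saturating agonist plus stimulus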
NPY2 pot ag – potentiators or agonists of human neuropeptide Y receptor Y2. P49146. cells expressing NPY-Y2, potentiator/agonist read-out. activation, % at 3.6 µM. 220,000 compounds, 0.45% hits. AID 1359; in the data active = activation above about 27%;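 also: cells stimulated with NPY near EC25 plus isoproterenol at EC100; 0% = vehicle plus submaximal agonist and 100% = vehicle plus saturating agonist; some results beyond the cut were filed as inactive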
zfTRPN1 agonist – agonists of zebrafish TRPN1 channel; HEK293 zebrafish TRPN1-YFP, Fluo-8 calcium fluorescence; 100% = response to 87 µM carbachol; activation, % at 3 µM; 220,000 compounds, 0.18% hits; AID 1424;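 active = activation above its plate's cutoff, the mean activation of test wells on that plate plus 3 SD, cut at about 19% in these data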;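 also: 0% = DMSO alone and 100% = 87 µM carbachol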
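System: zebrafish TRPN1-YFP in HEK293 cells / Dosing: 3 µM single point / Timing: dye loading 1 h at 37 °C, then 30 min room temperature / Signal: Fluo-8 calcium fluorescence, excitation 470-495 nm, emission 515-575 nm / Read-out basis: percent activation from peak over basal fluorescence ratio, control-normalized / Control set: high carbachol 87 µM, low DMSO alone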
TRPML3 ag – human mucolipin-3 channel agonism. Q8TDD5. HEK293 TRPML3-YFP, Fluo-8 calcium fluorescence; 100% = the carbachol control signal. activation, % at 3 µM. 220,000 compounds, 0.29% hits;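 active = activation above its plate's cutoff, the mean activation of the plate's test wells plus 3 SD, cut at about 12% in these data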;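 also: 0% = DMSO only wells and 100% = carbachol wells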
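system = HEK293 cells stably carrying human TRPML3-YFP | doses = one concentration, 3 µM nominal, 0.3% DMSO | timing = dye loading 1 h 37 °C then 30 min ambient, 125 s read | detection = Fluo-8 calcium dye fluorescence, ex 470-495, em 515-575 nm | benchmarks = high control carbachol 87 µM, low control DMSO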
Numbers without * were called inactive; / = not tested or not shown; & = joins results of further samples.

SMILES	S1P4 antagonist	EP2 modulator	NPY-Y1 antag	S1P4 ag	CHOP inhibitor	NPY1 pot ag	NPY2 pot ag	zfTRPN1 agonist	TRPML3 ag
Cc1[nH]c2ccc(-c3nnc(SCC(=O)N4CCCc5ccccc54)o3)cc2c1C	-15	-16	-3	-1.0	13	-61	-3	0.4	1.1
N/C(=N\OC(=O)c1cccc2ccccc12)c1ccccn1	-18	-74	/	1.9	24	-12	5	-1.4	-0.4
COc1ccc(CCNC(=O)C2CC(=O)N(c3ccc(Br)cc3)C2)cc1OC (stereo not given)	-15	11	2	-0.2	14	3	-1	-0.3	0.2
O=C(NC(=O)N1CCN(c2ccc(F)cc2)CC1)c1ccccc1	-5	-9	0	-5.0	-6	-8	-10	-0.3	0.7
Cc1c(NC(=S)NC(NC(=O)CC(C)C)C(Cl)(Cl)Cl)c(=O)n(-c2ccccc2)n1C (stereo not given)	-16	14	-4	0.2	5	9	7	-1.8	0.5
COc1ccc(-n2c(=S)[nH]c3c(oc4ccccc43)c2=O)cc1	-26	68*	10	0.5	-23	-22	3	0.5	0.8
Cn1c(SCC(=O)NCCNC(=O)CSc2nnc(C(F)(F)F)n2C)nnc1C(F)(F)F	-6	19	-3	4.3	14	-14	7	0.3	1.1
Cc1ccc(C)c(N(CC(=O)NC2CCCC2)C(=O)CCCC(=O)Nc2ccccn2)c1	-7	-11	5	1.3	-1	11	8	0.1	0.3
CS(=O)(=O)N(CC(=O)NCc1ccncc1)c1ccc(F)c(Cl)c1	-3	-14	0	1.7	0	-9	0	-0.2	0.7
COC(=O)c1sccc1NC(=O)c1c(-c2ccccc2)noc1C	-6	29	0	-0.5	17	-19	-3	-2.0	-1.0
COC(=O)c1ccc(COc2ccccc2/C=N/NS(=O)(=O)c2ccc(C)cc2)cc1	-6	5	6	0.8	44	-12	-12	-0.9	0.1
Cc1ccc(Cl)cc1N1CCN(C(=O)C(=O)N2CCCCC2)CC1	-4	-43	4	-2.7	7	7	-8	1.8	1.6
Cc1ccc(S(=O)(=O)Nc2cc(C)nn2-c2ccccc2)cc1	-23	21	33*	-1.9	16	-11	7	1.2	0.8
Cc1ccnc(NC(=O)c2cccc(NS(=O)(=O)c3ccccc3C)c2)c1	2	-13	-2	1.5	16	25	4	-0.3	-0.4
COc1ccccc1/C=C1\SC(=O)N(CCC(=O)NNC(=O)c2ccccc2Cl)C1=O	5	26	1	1.1	13	-5	9	0.4	0.6
COc1ccc(C(=O)N2CCC(n3c(C)nc4cc(F)ccc43)CC2)cc1	-3	-4&-27	2	-1.5	-4	2	-8	2.3	1.5
CN(Cc1ccccc1)c1oc(-c2ccco2)nc1C#N	-3	3	2	-0.2	3	-12	-24	-2.1	-0.1
CCn1c(NC(=O)C2CCCCC2)nc2ccccc21	0	13	2	1.5	34	-1	2	0.8	0.5
NC(=O)COC(=O)c1ccccc1OCc1ccc(Cl)cc1	-2	-15	-2	2.2	15	4	-1	-2.6	-0.4
C[C@@H](C(=O)Nc1ccc2ccccc2c1)[C@@H]1C[C@@]1(C)[C@@H](NC(=O)c1ccccc1)c1ccccc1	12	36	-3	0.5	2	-10	12	-0.6	0.8
CCNC(=O)CSc1nc(-c2ccccc2)cs1	-77	-31	-4	1.4	-25	-2	-18	-0.4	0.0
Nc1nnc(Cc2c[nH]c3ccccc23)s1	-6	-16	0	-0.5	2	-2	-2	-0.9	-0.5
CCN=C(Nc1cccc(F)c1)SC1CC(=O)N(c2ccc(OC)cc2)C1=O (stereo not given)	0	-4	-7	3.0	90*	31	19	0.3	-0.7
O=C(CNC(=O)C1CCCCC1)NC1=NCCS1	-3	19	9	-0.1	-17	-12	6	-0.2	0.4
N=C1/C(=C/c2cccn2Cc2ccc(F)cc2)C(=O)N=C2SC=CN12	-2	-13	0	1.5	14	-10	-3	-0.8	-0.5
Cc1cccc(C(=O)NC(=S)Nc2ccc(S(=O)(=O)N3CCN(C)CC3)cc2)c1	6	-36	8	-1.2	22	-15	9	0.2	2.1
Cc1ccc(CNC(=O)c2cc3c(=O)n(C)c4ccccc4c3n2C)o1	-25	32	-1	-2.4	34	-3	-9	-0.1	-1.0
CCOC(=O)C1CCN(C(=O)c2cccs2)CC1	-18	1	-2	0.2	3	12	-10	0.9	0.7
COc1ccc(Cn2cnc3c(NS(C)(=O)=O)c(C)c(C)cc32)cc1	-22	7	2	1.1	40	19	35*	1.0	0.9
CCOc1ccc(NC(=O)CSc2nc3cccnc3n2CC)cc1	-14	31&-8	2	0.7	33	-18	1	0.3	0.8
CCOC(=O)CSc1nc2ccc(N3CCOCC3)cc2c(=O)n1Cc1ccccc1	-9	15	1	1.0	46	15	-5	0.7	0.7
CC(=O)Nc1cccc2c1OCCO2	2	30	1	-0.9	24	-7	8	-0.3	0.8
C#CCNC(=O)C1=C[C@@H](C2CC2)[C@H](CCCO)[C@@H](OCC)O1	-6	-1	0	-0.3	8	9	-3	1.4	0.5
CC1(C(=O)NCc2ccc(Cl)c(Cl)c2)Oc2ccccc2NC1=O (stereo not given)	-6	-3	3	0.5	30	-8	-10	0.0	0.7
CCn1c(COc2ccc3c(c2)OCO3)nnc1SCC(=O)c1ccc(Cl)cc1	0	16	-2	-5.0	47	-9	-2	-0.9	0.1
O=C(c1ccc(F)cc1)C(CN1CCOCC1)c1ccccc1 (stereo not given)	20	25	-3	-1.0	/	14	-4	-0.2	0.2
O=C(Cc1cc(=O)[nH][nH]1)N/N=C/c1c(F)cccc1Cl	0	39	0	0.7	7	-6	-11	1.3	1.1
CCOC(=O)c1cn(CC(=O)Nc2cccc(Cl)c2)nn1	-13	-15	1	1.5	-17	23	-4	3.0	0.4
COc1ccc(-c2nn(-c3ccccc3)cc2/C=C\C(=O)N2CCOCC2)cc1[N+](=O)[O-]	-15	7	-3	2.7	11	-10	6	-0.6	0.5
COc1cccc(-c2nc(CS(=O)CC(=O)NC3CCCC3)c(C)o2)c1 (stereo not given)	-35	-3	-4	0.1	25	-10	1	1.0	0.1
Cc1cc(NC(c2cccnc2)c2ccc3cccnc3c2O)no1 (stereo not given)	-11	2	3	-0.9	/	18	3	0.9	0.5
O=C(CCN1CCCCC1)Nc1ccccc1	-2	-2	4	1.4	-2	-6	-3	0.1	0.1
O=C(Nc1cccnc1)c1cc(-c2ccc3c(c2)OCO3)on1	-8	-16	1	-0.4	3	-15	2	2.0	-0.2
CC(C)Oc1ccc(NC(=O)CCC(=O)O)cc1	0	28	6	0.5	-7	-17	5	0.1	0.7
O=S(=O)(c1ccc(NCc2ccc(F)cc2)nc1)N1CCCC1	-9	-46	0	0.6	24	4	-7	0.3	-0.4
Cc1ccc(N2CC(C(=O)Nc3nccs3)CC2=O)cc1 (stereo not given)	-23	-9	0	1.3	20	4	-3	-1.8	1.3
O=C(CSc1ccc2ccccc2c1)NCc1cccs1	-16	-14	0	6.4	36	4	-13	-1.0	-1.0
CC(C)(Cc1ccc(O)cc1)NC(=O)CC(=O)N=Nc1c(O)[nH]c2ccc(Br)cc12	20	-12	1	-0.1	11	6	4	-2.3	-1.1
COc1ccc(/C=C/c2cc[n+](C(=O)Cc3ccccc3)cc2)cc1	-11	-17	5	0.7	-3	-12	0	1.2	0.9
CCCCN(C)c1nc(-c2ccco2)c2c(c1C#N)CC(C)(C)OC2	-6	38	0	0.8	-33	16	11	-0.2	0.9
CCOC(=O)C1CCN(c2cc(C)nc3cc(-c4cccc(F)c4)nn23)CC1	4	16	4	13*	46	-11	7	1.4	-0.5
C=CCn1c(SCC(=O)c2[nH]c(C)c(C(C)=O)c2C)nnc1-c1ccncc1	1	9	-4	-1.8	4	-20	-3	1.4	0.7
CC1(C(=O)NC(=S)N(CCC#N)Cc2cccnc2)CC1(Cl)Cl (stereo not given)	3	21	0	1.4	-15	9	-3	1.1	0.4
CC[C@H](C)[C@H](NC(=O)[C@H](Cc1ccc(O)cc1)NC(=O)[C@@H](N)C(C)C)C(=O)N[C@@H](Cc1cnc[nH]1)C(=O)N1CCC[C@H]1C(=O)N[C@@H](Cc1ccccc1)C(=O)O	-12	-7	6	-1.3	0	1	2	0.1	2.2
COC(=O)CC1C(=O)NCCN1Cc1cn(-c2ccc(C)cc2)nc1-c1cccc(C)c1 (stereo not given)	-2	-17	11	-2.2	10	-11	-2	0.6	-0.3
O=C1OC(C(=O)Nc2nccs2)Cc2ccccc21 (stereo not given)	-11	2	4	-0.2	-5	18	13	-0.3	0.4
CC1(C)C2CCC1(CS(=O)(=O)Nc1cccc(S(N)(=O)=O)c1)C(=O)C2 (stereo not given)	-9	15	/	1.6	-4	18	10	-0.8	-0.9
O=C(Cc1cccs1)Nc1ccc(C(=O)O)cc1	-1	6&4	-1	-0.8	-1	9	12	-0.5	1.1
O=C(NCC1CCCCC1)c1cc([N+](=O)[O-])ccc1N1CCOCC1	6	-5	18	0.4	20	-10	-7	0.5	1.3
CCN(CC)S(=O)(=O)c1cccc(-c2cn3cc(C)ccc3n2)c1	-4	-34	12	2.3	15	-41	0	-1.1	-0.2

The last three entries of the section above open the next one.
SMILES	S1P4 antagonist	EP2 modulator	NPY-Y1 antag	S1P4 ag	CHOP inhibitor	NPY1 pot ag	NPY2 pot ag	zfTRPN1 agonist	TRPML3 ag
O=C(Cc1cccs1)Nc1ccc(C(=O)O)cc1	-1	6&4	-1	-0.8	-1	9	12	-0.5	1.1
O=C(NCC1CCCCC1)c1cc([N+](=O)[O-])ccc1N1CCOCC1	6	-5	18	0.4	20	-10	-7	0.5	1.3
CCN(CC)S(=O)(=O)c1cccc(-c2cn3cc(C)ccc3n2)c1	-4	-34	12	2.3	15	-41	0	-1.1	-0.2
C/C(=N\NC(=O)C(N)=O)c1ccc(Br)cc1	-6	7	0	-2.1	6	-18	2	0.1	-0.5
Cc1ccc(NC(=O)CSc2nnc3n2CCCCC3)cc1	-10	-2	-4	-1.5	2	-1	-1	1.1	0.3
Cc1c(C(=O)Nc2nc3ccccc3[nH]2)oc2ccc(Br)cc12	-7	5	-1	1.7	30	-6	-19	0.9	0.9
C=CCn1c(=O)[nH]c2cc(C(=O)N3CCN(c4cc(C)ccc4C)CC3)ccc2c1=O	6	-2	1	0.3	97*	-3	-11	-1.0	-0.2
CCc1c(C)sc(NC(=S)NC(C)C2CCCO2)c1C(=O)OC (stereo not given)	2	11	-4	0.4	2	0	1	-0.4	1.5
Cc1nc(CS(=O)(=O)c2ccccn2)sc1C(=O)NNC(=O)c1ccccc1	-2	22	/	0.3	9	11	10	3.0	1.4
COc1ccc(Br)c(C(=O)Nc2ccc(F)cc2)c1	-11	-8	/	-0.3	24	0	-11	-2.9	-1.2

High-throughput results (PubChem)

The order is random; 6.5% or so of the library scored in one or more.
